High-throughput results (PubChem)
Pf Dd2 inh: inhibitors of Plasmodium falciparum Dd2 growth. Potency, µM (doses to about 28.9 µM), for inactives: at the highest dose activity, negative = inhibition, most hits filed as inhibitors. 4.3% of 120,000 active. AID 1347417. P. falciparum Dd2 growth, SYBR Green, 72 h; active = well fitted inhibition curve with a large enough effect; inconclusive = small, poorly fitted or top-dose-only effect; inactive = no such curve, though single readings can be large or run the other way;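 also: plate controls were DMSO vehicle for no effect and reference drug for full effect; nearly all actives have a fitted effect of over 65% in size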
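Infected erythrocytes (Dd2, 0.3% parasitemia, 2.5% hematocrit final) are added to compound in RPMI-1640/Albumax II medium, grown 72 h at 37C in low oxygen, then lysed with saponin/Triton-X containing SYBR Green and read by fluorescence.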
* = called active by the depositor; i = inactive; u = inconclusive; [ ] = remark or other dose. Potency is read from the fitted curve at half-maximal effect.

SMILES	Pf Dd2 inh
O=C(Cn1c(=O)n(-c2ccc(Cl)cc2)c(=O)c2sc3ccccc3c21)NC1CCCC1	11.7%
CC(C)CCNC(=O)c1cnc2c(c1)N(C(=O)Cc1cn(C)c3ccccc13)CCC2	u
CC(C)NC(=O)N1CC2ON=C(C(=O)NCCc3ccc(Cl)cc3)C2C1 (stereo not drawn)	-6.3%
O=C(Nc1cc(F)ccc1F)N1CCCC1c1nncn1-c1ccccc1 (stereo not drawn)	-11.3%
CCNC(=O)c1ccc2c(c1)C1(CCN(CC3CC3)C1)CN2Cc1ccccc1 (stereo not drawn)	i
CC(C)CN1C(=O)c2cccn2CC1CNC(=O)c1ccc2ccccc2n1 (stereo not drawn)	u
Cc1ccc2c(CNC3CCCCC3)c(C(=O)O)n(Cc3ccc(F)cc3)c2c1	i
COc1ccc(-c2cnc3[nH]cc(CC(=O)NCCN(C)C)c3c2)cc1	i
CCN1C(=O)CCN(S(=O)(=O)CC)CC12CCOCC2	7.1%
COCCNc1ncccc1-c1noc([C@@H]2CCCN2Cc2ccccn2)n1	u
COc1cc(F)ccc1CN1CCCCC12Cc1ccccc1CNC2=O (stereo not drawn)	u
CC(=O)N1CCN(C(=O)c2cn(CCN)nn2)[C@H]2CS(=O)(=O)C[C@H]21	4.8%
CN(C)C[C@@H]1CN(C2CCOCC2)C[C@H]1NC(=O)C1CC1	i
Cc1ncsc1CN1C(=O)CO[C@H](c2ccc(NC(=O)c3cccc(C#N)c3)cc2)[C@H]1CO	i
O=c1[nH]ccn1C1CCN(Cc2cccnc2)CC1	-4.7%[44.1 µM]

In the list so far, five have a halogen:
SMILES	Pf Dd2 inh
O=C(Cn1c(=O)n(-c2ccc(Cl)cc2)c(=O)c2sc3ccccc3c21)NC1CCCC1	11.7%
CC(C)NC(=O)N1CC2ON=C(C(=O)NCCc3ccc(Cl)cc3)C2C1 (stereo not drawn)	-6.3%
O=C(Nc1cc(F)ccc1F)N1CCCC1c1nncn1-c1ccccc1 (stereo not drawn)	-11.3%
Cc1ccc2c(CNC3CCCCC3)c(C(=O)O)n(Cc3ccc(F)cc3)c2c1	i
COc1cc(F)ccc1CN1CCCCC12Cc1ccccc1CNC2=O (stereo not drawn)	u

(next part)
SMILES	Pf Dd2 inh
COc1ccc(OCC(=O)N2CCC(c3nc4ccccc4s3)CC2)cc1	85.9%[activator]
Cc1cc(C)n2nc(SCC(=O)Nc3ccccc3C)nc2n1	17.1%
Cc1ccc(S(=O)(=O)N2CCCc3cc(NC(=O)c4cccc(Cl)c4)ccc32)cc1	u
CCOC(=O)C1=C(CN(C)Cc2ccccc2)NC(=O)NC1c1ccc(OC(C)C)cc1 (stereo not drawn)	-4.2%
Cc1ccc(C)c(C(=O)N2CCCN(C)c3ccccc32)c1	u
COCCCNc1ncnc2c1CN(C1CCCNCC1)C(=O)CN2C (stereo not drawn)	13.6%
CN1C(=O)CCC2(CNC(=O)c3ccccc3)CCCC=C12 (stereo not drawn)	13.3%
COc1cccc(OC)c1C(=O)N1C(C(=O)NCC(C)C)COC12CCCC(C)C2 (stereo not drawn)	u
COc1ccc(S(=O)(=O)Nc2ccc(C)n(CC(=O)Nc3ccccc3)c2=O)cc1	u
O=C(CSc1nc2c(c(=O)[nH]1)CCC2)Nc1ccccc1C(F)(F)F	24.8%
COc1ccc(NC(=O)c2ccc3c(c2)C2(CCCN(C)C2)CN3C)cc1 (stereo not drawn)	60.4%[activator][44.1 µM]
O=C(c1cc(Cl)ccc1F)N1CCC[C@H]1c1nc(-c2ccc(F)cc2)no1	i
CCC(C)N1Cc2cc(NC(=O)c3ccc([N+](=O)[O-])cc3)ccc2OCC1=O (stereo not drawn)	i
Cc1cc(NC(=O)C2CCCN(S(=O)(=O)c3ccc(Br)s3)C2)ccc1Br (stereo not drawn)	u
CCCNC(=O)NC[C@H]1O[C@@H]2C[C@@H](CC(=O)N3CCOCC3)O[C@@H]2[C@@H]1O	26.4%[44.1 µM]
Cc1ccccc1OCC(=O)Nc1ccc(-c2nc3ccccc3o2)cc1	i
CC(=O)Nc1nonc1-c1nnc(SCC(=O)Nc2ccc(F)cc2F)n1-c1ccccc1	-15.7%
O=C(c1ccoc1)N1CC(CO)C2(CCNCC2)C1 (stereo not drawn)	21.5%
COCCNC(=O)C1CC(c2ccccc2)CN(C(=O)c2ccccc2)C1 (stereo not drawn)	-7.6%
CC(=O)N1Cc2ccccc2OC2(CCN([S+](C)(=O)[O-])CC2)C1	10.7%
O=Cc1cccc(N2CCN(C(=O)c3ccc4c(c3)OCO4)CC2=O)c1	9.3%
O=C(Nc1ccc2c(c1)OCCO2)c1cccn(Cc2cccc(F)c2)c1=O	-0.1%
COCC(=O)N1CCN2C(=O)N(C(C)C)C(=O)[C@H]2C1	i
CCOc1ccc(CNC(=O)CCCn2nc(C)c3c(C)n(-c4ccc(C)cc4)nc3c2=O)cc1	45.9%[activator]
COc1ccc(-c2cc(CC3(NCC(C)(C)C)COC3)no2)cc1	-9.0%[44.1 µM]
CN1[C@@H](CCC(=O)NCc2cccnc2)CNC(=O)[C@@H]2[C@H]1CCN2Cc1nc2ccccc2n1C	1.6%
CC1(COc2ccccc2)COc2ccc(C(=O)NCc3ccc4c(c3)OCO4)cc2N1 (stereo not drawn)	i
COc1ccc(CN2CCN3C(=O)N(C4CCOCC4)C[C@H]3C2)cc1	-12.9%[44.1 µM]
CC(C)(C)c1coc([C@@H]2COCCN2Cc2ccc(F)cc2)n1	u
O=C(Nc1ccc2c(c1)N(C1CCCC1)C(=O)c1ccccc1S2)c1ccc(F)cc1	u
COc1ccc(CCNC(=O)CCCn2c(=O)c3cccn3c3ccc(F)cc32)cc1OC	-23.3%
CCOc1ccc(NC(=O)C2CCN(S(=O)(=O)c3cc(-c4noc(C)n4)ccc3C)CC2)cc1	3.98µM*
CCOC(=O)C1CCCN(C(=O)Cn2ncc3c(C)n(Cc4ccccc4Cl)c(C)c3c2=O)C1 (stereo not drawn)	-6.8%
COc1ccc(C(=O)N2CCC(N3CCOCC3=O)CC2)cc1	-10.1%
CCn1cc(C(=O)NCCc2ccc(OC)c(OC)c2)c(=O)c2cc(S(=O)(=O)N(C)C3CCCCC3)ccc21	i
CCN1C(=O)COC[C@@H]1[C@H](O)c1ccc(NC(=O)c2cccc(F)c2)cc1	-49.2%[44.1 µM]
CCc1ccc(C(=O)COC(=O)C(Cc2c[nH]c3ccccc23)NC(=O)c2ccc(Br)cc2)cc1 (stereo not drawn)	126.5%[activator]
O=c1n(Cc2ccc(F)cc2Cl)c2ccccc2c2nc(-c3ccccc3)nn12	49.1%[activator]
Cc1noc(C(C)N(C)C(=O)c2cc(COc3ccccc3F)[nH]n2)n1 (stereo not drawn)	u
Cc1nccn1CCNC(=O)c1ccc(CC2CCN(S(C)(=O)=O)CC2)cc1	i
Cc1cc(C)c2c(n1)nn1c(C)c(CCC(=O)Nc3ccc(C)c(Cl)c3)c(C)nc21	-3.9%
COc1ccc(C(=O)N2CCCC(n3cc(-c4nc(C(C)C)no4)nn3)C2)cn1 (stereo not drawn)	u
CC(C)NC(=O)NC[C@H]1COCc2nc3cc(C(F)(F)F)ccc3n21	-20.1%[44.1 µM]
CCC(CC)C(=O)N1CCC(N2C(=O)C3(CCCCC3)C2c2ccncc2)CC1 (stereo not drawn)	-18.7%
CCc1ccc(OCC(=O)NCc2nc(-c3cccc(C)c3)no2)c(Br)c1	-9.0%
Cc1noc(C)c1CN1CCN(C(=O)C2CCCN2)CC1 (stereo not drawn)	24.2%
O=C(CCc1nc(-c2ccccc2F)no1)Nc1cccc(C(F)(F)F)c1	u
Cc1cccc(CN2CCC(CNc3ncnc4onc(-c5ccc(Cl)cc5)c34)CC2)c1	-6.1%
O=C(NCCc1ccc(Cl)cc1)c1nc(-c2cccc(C(F)(F)F)c2)c2cnccn12	u
COc1ccccc1NC(=O)CSc1nc(-c2ccccc2F)nc2cc(=O)[nH]n12	15.7%
CO[C@H]1COCCN(C(=O)c2ccc(F)cc2)C1	14.7%[44.1 µM]
O=S(=O)(c1cccnc1)N1CCCC2(C1)Nc1cccnc1NC2=NCc1ccccc1 (stereo not drawn)	6.1%[5.79 µM]
Cc1ccc(CN(C(=O)c2ccco2)c2ccc(CC(=O)NCC3CCCO3)cc2)cc1 (stereo not drawn)	u
CCCCS(=O)CC(O)CSc1nc(-c2ccc(OC)cc2)cc(-c2ccccc2)c1C#N (stereo not drawn)	u
O=C(NCCCN1CCN(c2cccc(Cl)c2)CC1)c1nnc(Cc2ccc(F)cc2Cl)o1	u
CCOc1ccc(N(C(=O)CC(C)C)S(=O)(=O)c2ccc3c(c2)oc(=O)n3C)cc1	u
Cc1ncsc1CCC(=O)N[C@H](c1cccs1)C1CC(O)C1 (stereo partly drawn)	-12.6%
Clc1cccc(CN2CC[C@H](c3nc4ccccc4[nH]3)C2)c1	i
CCc1ccc(NC(=O)Cn2c(-c3ccc(F)cc3)nc(C)c(CCO)c2=O)cc1	u
O=C(NCc1nnc2n1CCCC2)c1cccc(C2CCNC2)c1 (stereo not drawn)	-8.6%

Given as labelled records: 4 of the compounds above
Cc1ncsc1CCC(=O)N[C@H](c1cccs1)C1CC(O)C1 (stereo partly drawn)
- Pf Dd2 inh: -12.6%

Clc1cccc(CN2CC[C@H](c3nc4ccccc4[nH]3)C2)c1
- Pf Dd2 inh: i

CCc1ccc(NC(=O)Cn2c(-c3ccc(F)cc3)nc(C)c(CCO)c2=O)cc1
- Pf Dd2 inh: u

O=C(NCc1nnc2n1CCCC2)c1cccc(C2CCNC2)c1 (stereo not drawn)
- Pf Dd2 inh: -8.6%

Next section.
SMILES	Pf Dd2 inh
CN(Cc1nccs1)C(=O)CC(c1ccccc1)c1cccc(Cl)c1 (stereo not drawn)	-25.5%
O=C(C1CCC(CO)CC1)N1CCC2(CCC(=O)N(C3CC3)C2)CC1 (stereo not drawn)	-12.8%
CCc1ccccc1NC(=O)C(=O)NCCCN1CCOCC1	68.8%[activator]
COc1ccc(Nc2cc3c(cn2)CN(CCc2ccccc2)CCN3)cn1	-5.4%[44.1 µM]
CC(=O)N1CCN([C@H]2[C@@H]3OC[C@@H](O3)[C@@H](NCc3ccc4c(c3)OCO4)[C@@H]2O)CC1	-3.3%[44.1 µM]
CN1CCCC2(C1)CN(Cc1cccnc1)c1ccc(C(=O)NCc3cccs3)cc12 (stereo not drawn)	-7.6%[44.1 µM]
O=C1NCc2ccccc2CC12CCN(Cc1cnc3ccccc3c1)CC2	u
CCN(C(=O)Cn1c(SCC(=O)Nc2ccc(OC)cc2)nc2ccccc21)c1cccc(C)c1	10µM*
CN1CCN(C(=O)CC[C@@H]2CNC(=O)[C@@H]3C[C@H](NC(=O)c4cccc(F)c4)CN23)CC1	11.4%[44.1 µM]
O=C(C[C@H]1NC(=O)c2ccccc2NC1=O)NC1CCCCC1	-11.4%
Cc1sc2ncn(CC(=O)Nc3ccc(C(F)(F)F)cc3)c(=O)c2c1S(=O)(=O)N1CCN(C)CC1	u
O=C1CCN(C(=O)C2CCCC2)CCCC(C(=O)N2CCN(c3ccccn3)CC2)CCN1 (stereo not drawn)	-7.8%
COc1ccc(OC)c(C2C(C(=O)Nc3ccccc3OC)=C(C)Nc3c(C(=O)Nc4ccc(F)cc4)cnn32)c1 (stereo not drawn)	u
COc1cccc(CC(=O)N[C@@H]2CN(Cc3ccncc3)C[C@H]2CN(C)C)c1	-0.5%
COc1ccc(C(=O)N2CCC(O)(CO)CC2)c(OC)c1OC	5.6%
COc1ccc(NC(=O)N2CCOc3ccc(CN4CCc5ccccc5C4)cc3C2)cc1	u
CCOc1ccc(-c2cc3c(=O)n(CCNC(=O)c4cccc(N(C)C)c4)ccn3n2)cc1	u
Cc1ccc(NC(=O)Cn2cc(C(=O)c3ccccc3)c3ccccc32)c(C)c1	7.0%
Cc1cc(N2CCC(C(=O)Nc3ccc(Cl)cc3)CC2)n2nc(C)c(-c3ccc(Cl)cc3)c2n1	44.9%[activator]
CCN1CCc2[nH]cnc2C12CCN(C(=O)c1cccc3nccnc13)CC2	-6.3%
CCOc1ccc2c(n1)CCN(C(=O)Nc1ccc(CC)cc1)C2	u
Cc1cccc(NC(=O)N2CC(=O)Nc3sc4c(c3C2c2ccccc2)CCCC4)c1C (stereo not drawn)	11.2µM*
CCOCCCNC(=O)N1CCC2(CC1)CC(N(C(=O)c1ccccc1)C1CC1)CCO2 (stereo not drawn)	i
CCC(=O)N1CCc2cc(S(=O)(=O)NC(CC(C)C)C(=O)NCc3ccc(F)cc3)ccc21 (stereo not drawn)	-4.0%
CCc1cc(N2CCC(Cc3nncn3C)CC2)nc(N2CCOCC2)n1	-7.6%
CN(C)CCCn1ccnc1C1CCCN(C(=O)N(C)c2ccccc2)C1 (stereo not drawn)	-5.2%
CCC1(C(=O)Nc2ccc(OC)cc2)CCCCC(=O)N1 (stereo not drawn)	3.5%
Cc1cc(C(=O)Nc2ccc(C(O)[C@H]3COCC(=O)N3Cc3ccc(F)cc3)cc2)n(C)n1 (stereo partly drawn)	u
COc1cccc(C(=O)Nc2nc(-c3nnn(-c4cccc(Cl)c4C)c3C)ns2)c1	-5.7%
CCn1cc(-c2ccc(Cl)cc2)cc1C(=O)NCCCN1CCOCC1	u
CCc1nc2c(=O)n(CC(=O)N3CCN(c4ccc(Cl)cc4)CC3)nc(C)c2s1	i
CC(C)c1nc(CNC(=O)c2ccc(NC[C@H]3C[C@H]4C=C[C@H]3C43CC3)nc2)no1	-8.2%
Cc1nc(CC2CCN(C(=O)Nc3ccc4c(c3)OCCO4)CC2)n[nH]1	-23.1%
CCC1=C(C(=O)OC)C(c2ccccc2F)N2C(CC(=O)N3CCCC3)=CSC2=N1 (stereo not drawn)	-12.2%

A portion of the library; count on the stated rates, not on these rows.
